# Assay outcomes as filed in PubChem BioAssay.
# TGFb inhibitor – qHTS for Inhibitors of TGF-b. HepG2 CAGA-GFP TGF-b/SMAD3 reporter, GFP fluorescence, 18 h; TGF-beta stimulated, 500 pg/mL final. Potency, µM (top dose mostly 46.1 µM), without a hit: at the highest dose activity, negative = inhibition, most hits filed as inhibitors. 1.2% of 410,000 active; note: potency is the fitted concentration of half-maximal effect; % is set by controls: 0 for no effect and ±100 for the full control effect; nearly all actives have a fitted effect of over 65% in size
#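 Per well, imaged GFP fluorescence of HEPG2 CAGA-GFP cells gives the signal; cells get compound, then TGF-beta (500 pg/mL final), 18 h at 37 degrees C; %Activity versus -TGF-beta and +DMSO controls.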
# Abeta yeast res – qHTS for compounds that reverse cellular toxicity of Amyloid beta (A-beta) peptide in yeast: Primary Screen; yeast expressing A-beta42, growth rescue, OD600, 48 h; response scale: 0% DMSO, 100% iron-clioquinol control; Potency, µM (top dose mostly 46.1 µM), without a hit: at the highest dose growth rescue, usual class: activators; 0.063% of 410,000 active; AID 1347071, 2019; note: potency is the fitted concentration of half-maximal effect; nearly all actives have a fitted effect of over 55% in size
#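 Yeast A-beta toxicity model in growth medium with pinned compounds, 48 h at 30 C; growth read as absorbance at 600 nm. Normalized to FeCl3/clioquinol equimolar mix (positive) and DMSO (negative).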
# Nrf2 block – Nrf2 qHTS screen for inhibitors; Potency, µM (series often up to 46 µM), inactives show top-dose activity change, negative = inhibition, actives largely listed as inhibitors; 2.1% of 360,000 active; AID 504444, 2011; A549 ARE-Fluc reporter, luciferase luminescence, 18-24 h; note: potency is the fitted concentration of half-maximal effect; % is set by controls: 0 for no effect and ±100 for the full control effect; nearly all actives have a fitted effect of over 60% in size
#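 A549 ARE_Fluc cells (5000/well, 5% FBS OPTI-MEM) pre-incubated 2 h, then treated with compounds 18-24 h at 37C/5% CO2 in concentration-response. CellTiter-Fluor viability read first; BugLite luciferase luminescence after 15 min at room temperature gives Nrf2 activity.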
# CCT modulator – High-Throughput Screening for Modulators of Cytosolic Chaperonin Activity; purified chaperonin ATPase assay, HTRF ADP detection, 30 min; activity change, % (test concentration not listed), hits read low; 0.3% of 360,000 active; in the data active = activity change below about -30%; note: % is set by controls: 0 for no effect and ±100 for the full control effect
#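 We incubate TRiC, 40 or 20 nM final, with library compounds at 76 uM and 10 uM ATP for 30 min at 37 °C. ADP formed is detected with Transcreener HTRF reagents after 30 min at room temperature.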
# Nrf2 ARE act – qHTS of Nrf2 Activators; AREc32 ARE-luciferase reporter (MCF7-derived line), luminescence, 24 h; Potency, µM (doses to about 46.1 µM), for inactives: at the highest dose activation, hits mostly activators; 0.31% of 410,000 active; AID 624171, 2012; note: potency is the fitted concentration of half-maximal effect; % of control where 0% means no effect; nearly all actives have a fitted effect of over 65% in size
#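 Each well held 1000 AREc32 cells, which were incubated with compound for 24 hr at 37 deg C after overnight attachment, and ARE reporter activity was quantified by firefly luciferase luminescence.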
# A549 viability – Nrf2 qHTS screen for inhibitors: counterscreen for cytotoxicity | A549 ARE-Fluc cells, CellTiter-Fluor viability, 18-24 h | 0.16% of 390,000 active | Potency, µM (series often up to 46 µM), for inactives: top-dose activity change, negative = cytotoxicity, most hits filed as inhibitors; note: potency is the fitted concentration of half-maximal effect; % is set by controls: 0 for no effect and ±100 for the full control effect
#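 Cytotoxicity counterscreen: CellTiter-Fluor fluorescence was measured in A549 ARE_Fluc cells after 18-24 h of compound exposure in a concentration series. The subsequent BugLite luminescent read reports ARE-luciferase activity.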
# Akt phos inh – HTS Assay for Inhibitors of Akt Phophorylation: Primary Screen | activity change, % for hits at 50 µM | Neuro2A IGF-stimulated pAkt S473 HTRF, 20 min; active compounds read low | 0.32% of 360,000 active; in the data active = activity change below about -80%; inconclusive = mostly about -51% to -80%; note: % is set by controls: 0 for no effect and ±100 for the full control effect
#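 Neuro2A cells in DMEM with 0.5% FBS, overnight at 37 deg C, given compound at single 50 µM final, then IGF (6 nM final) for 20 min at 37 deg C. Lysed; phospho-Akt Ser473 by HTRF after 24 h, 665/615 ratio.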
# Mm-Cpn inhibitor – Inhibitors of TCP-1 ring complex (TRiC) of Methanococcus maripaludis (MmCpn): qHTS; Chaperonin Mm-Cpn (Methanococcus maripaludis); 0.031% of 330,000 active; AID 504842, 2011; purified Mm-Cpn ATPase, ADP Transcreener TR-FRET; Potency, µM (top dose mostly 76.9 µM), without a hit: at the highest dose activity, negative = inhibition, hits mostly inhibitors; note: potency is the fitted concentration of half-maximal effect; % is set by controls: 0 for no effect and ±100 for the full control effect; nearly all actives have a fitted effect of over 80% in size
#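 Eu-cryptate anti-ADP/ADP-d2 competition gives a ratio inversely related to ADP. Enzyme at 25 nM was pre-exposed to compound for 10 min, then given 10 uM ATP for 30 min, 37°C throughout.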
# HepG2 viability – qHTS for Inhibitors of TGF-b: Cytotox Counterscreen; HepG2 CAGA-GFP viability, ATP luminescence, 18 h; Potency, µM (doses to about 46.1 µM), without a hit: at the top dose activity change, negative = cytotoxicity, usual class: cytotoxic; 0.76% of 410,000 active; AID 588856, 2011; note: potency is the fitted concentration of half-maximal effect; some results filed as inactive show a strong effect at the top dose
#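 CellTiter-Glo luminescence gave cytotoxicity after 18 hours at 37 degrees C. The cells were HepG2 CAGA-GFP in 1% FBS DMEM, stimulated with 500 pg/mL TGF-beta after compound addition. %Activity was normalised to no-cell wells (complete cell-killing) and DMSO (no toxicity), and curves were fitted and classified.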
# An asterisk follows results filed as active; i = inactive; ? = inconclusive; . = no result given; [ ] = another dose, or the depositor's remark. Unless noted, calls come from the whole dose curve; as a rule, active = well fitted curve in the direction sought with a large enough effect; inconclusive = small, poorly fitted or top-dose-only effect, or another doubt; inactive = no such curve, though single readings can be large; an effect the other way counts as inactive or inconclusive.
[1] COc1ccc(NS(=O)(=O)c2cccc(C(=O)NN=Cc3ccc(OC)cc3OC)c2)cc1
[2] C[C@H]1CN([C@@H](C)CO)S(=O)(=O)c2ccc(Br)cc2O[C@H]1CN(C)C(=O)c1cnccn1
[3] CC(NC(=O)Nc1ccc(Cl)cc1)c1ccc2c(c1)OCO2 (stereo not given)
[4] Cc1cccc(-c2noc(-c3ccc(Cl)cc3[N+](=O)[O-])n2)c1
[5] O=C(NC(=S)NN1CCOCC1)c1cc(Br)ccc1Cl
[6] COc1cccc(CNC(=O)CN2c3cccc4cccc(c34)S2(=O)=O)c1
[7] O=C(NCc1cccnc1)Nc1ccc(Br)cc1Cl
[8] COc1cc(NC(=O)c2cc(C3CC3)nc3c2c(C)nn3-c2ccc(C)cc2)cc(OC)c1
[9] Cc1ccc(NC(=O)CNCc2cccs2)cc1Br
[10] COCCOC(=O)C1=C(C)NC(C)=C(C(=O)OCCOC)C1/C=C/c1ccccc1OC
entry no.	1	2	3	4	5	6	7	8	9	10
TGFb inhibitor	-19.0%	5.9%	-21.3%	0.9%	3.4%	0.0%	-7.6%	.	10.3%	-0.1%
Abeta yeast res	1.5%	-7.4%	-4.1%	-10.8%	-1.9%	10.3%	16.9%	-9.9%	-20.5%	8.5%
Nrf2 block	4.7%	.	15.7%	?	-2.2%	0.1%	4.0%	?	22.4%	-15.1%
CCT modulator	-0.2	-1.5	1.5	-2.3	-4.1	0.0	-3.0	.	1.2	-1.0
Nrf2 ARE act	-0.1%	-0.2%	-1.0%	3.4%	-0.3%	10.5%	-0.2%	5.3%	2.9%	4.7%
A549 viability	-4.6%	.	8.4%	14.9%	-1.1%	11.6%	-1.2%	-0.2%	2.3%	-9.9%
Akt phos inh	i	i	i	i	i	i	i	.	i	i
Mm-Cpn inhibitor	-8.3%	.	-0.1%	0.3%	1.3%	-2.4%	1.1%	.	1.8%	-3.3%
HepG2 viability	1.4%	0.8%	-13.0%	-6.4%	-2.0%	-4.2%	-12.4%	-14.2%	15.6%	-29.1%

[11] Cc1c(S(=O)(=O)NC(C)c2ccccc2)c(=O)n(C)c(=O)n1C (stereo not given)
[12] CC(=O)Nc1ccc(NC(=O)CCOc2cc(C)ccc2C)cc1
[13] CCOC(=O)c1sc(NC(=O)CC(C)c2ccccc2)nc1C (stereo not given)
[14] O=C(Nc1ccccc1C(=O)NCc1ccccc1)c1ccccc1
[15] COc1ccc(-c2csc(NCc3ccco3)n2)cc1
[16] CCN(CC)CCNC(=O)C1CCN(S(=O)(=O)N2CCCCC2)CC1
[17] Cc1ccc(OC(C)C(=O)N2CCN(c3ccccn3)CC2)cc1 (stereo not given)
[18] CCCCC(=O)N(CCOC)c1nnc(-c2ccc(OC)cc2)s1
[19] CCCC(C)C(=O)Nc1nnc(C)s1 (stereo not given)
[20] COc1ccc(C)cc1NC(=O)C(OC(=O)CNC(=O)c1ccc(Oc2ccccc2)cc1)c1ccccc1 (stereo not given)
entry no.	11	12	13	14	15	16	17	18	19	20
TGFb inhibitor	-19.1%	-0.8%	-5.5%	1.1%	22.9%	-15.6%	-6.6%	0.0%	-0.8%	-7.1%
Abeta yeast res	-4.0%	-6.2%	-1.1%	-22.2%	-0.5%	13.0%	0.3%	6.3%	11.7%	1.5%
Nrf2 block	-2.0%	?	-13.7%	-2.6%	?	8.4%	-5.9%	4.3%	-9.5%	-4.4%
CCT modulator	-2.1	-1.3	-14.9	-2.5	-5.4	-1.5	-20.0	-1.0	-0.9	-1.2
Nrf2 ARE act	-1.4%	-1.0%	-0.5%[9.22 µM]	-1.0%	5.4%	-0.7%	0.0%	-0.8%	-0.7%	3.5%
A549 viability	-0.5%	0.0%	-10.5%	-5.5%	1.2%	19.9%	-0.1%	7.5%	2.2%	8.2%
Akt phos inh	i	i	i	i	i	i	i	-103.4%*	i	i
Mm-Cpn inhibitor	0.9%	-0.5%	-1.5%	-2.1%	-3.0%	0.7%	.	-7.2%	2.2%	-0.3%
HepG2 viability	-31.7%	-0.3%	1.8%	2.2%	12.7%	8.3%	-3.5%	1.3%	-29.6%	-13.2%

# Some values from the results shown.
# Reading of Cc1ccc(OC(C)C(=O)N2CCN(c3ccccn3)CC2)cc1 (stereo not given) under Nrf2 ARE act: 0.0%
# Reading of CCCC(C)C(=O)Nc1nnc(C)s1 (stereo not given) under Mm-Cpn inhibitor: 2.2%

# Further entries.
[21] Cc1cc(-c2ccc(C)c(S(=O)(=O)NCCCN3CCN(c4ccccc4F)CC3)c2)on1
[22] COc1ccc(-c2cc(C(=O)Nc3ccccc3)on2)cc1
[23] Cc1ccnc(NS(=O)(=O)c2ccc(NC(=O)C3CCCO3)cc2)n1 (stereo not given)
[24] C=CCNC(=O)N1CCC(n2nccc2NC(=O)CCc2ccccc2)CC1
[25] COc1ccc(CNCc2ccc(C(F)(F)F)cc2)cc1OC
[26] COc1ccc(Br)cc1CN1CCN(S(=O)(=O)Cc2ccccc2)CC1
[27] COc1ccccc1CNC(=O)c1cc2c(=O)n(Cc3cccs3)ccc2nc1C
[28] CCc1nc(NCC2CCCO2)c(C#N)c2c1COC(C)(C)C2 (stereo not given)
[29] Cc1cccc(NC(=O)C2CCCN(S(=O)(=O)c3c(C)noc3/C=C/N(C)C)C2)c1C (stereo not given)
[30] C1CCc2c(nnc3c2-c2nonc2CC3)C1
entry no.	21	22	23	24	25	26	27	28	29	30
TGFb inhibitor	?	3.3%	-1.9%	-13.5%	-0.4%	-28.9%	?	11.7%	-3.9%	-3.2%
Abeta yeast res	.	-12.6%	2.9%	9.5%	-16.4%	10.6%	-6.3%	-14.6%	1.1%	-4.8%
Nrf2 block	3.5%	?	-12.5%	-1.4%	-3.2%	4.8%	11.7%	-4.6%	11.1%	0.6%
CCT modulator	1.3	-1.4	-4.3	0.1	-0.4	-6.2	.	0.1	.	-4.5
Nrf2 ARE act	3.7%	-0.2%	0.4%	-0.5%	0.0%	2.1%	6.1%	-0.5%	-0.3%	-0.2%
A549 viability	-2.2%	-0.4%	-2.2%	-0.2%	-0.6%	-3.5%	11.7%	1.3%	4.2%	5.7%
Akt phos inh	i	i	i	i	i	i	.	i	.	i
Mm-Cpn inhibitor	0.6%	0.3%	0.8%	1.8%	-0.7%	0.4%	.	1.9%	.	-1.0%
HepG2 viability	-43.7%	8.3%	0.2%	-0.4%	6.7%	-34.7%	-18.6%	-20.6%	-4.8%	-4.8%

[31] Cc1nc(N2CCOCC2)c2c(C(=O)NCc3ccc(Cl)cc3)c(C)oc2n1
[32] N#CCc1c(C#N)c(N)nc(N2CCN(Cc3ccc4c(c3)OCO4)CC2)c1C#N
[33] COC(=O)/C(=N\Nc1ccccc1)Sc1nnc(-c2ccc(OC)cc2)n1C
[34] O=c1c(N2CCCCC2)csc2ccc(F)cc12
[35] COc1cccc(NC(=O)CCC2CCN(C(=O)c3scnc3C)CC2)c1
[36] O=C(NCc1cccnc1)C1CC(=O)N(CCc2ccccc2)C1 (stereo not given)
[37] O=C(N/N=C\c1ccccn1)c1ccccc1O
[38] CC(=O)Nc1cccc(N)c1
[39] Cc1csc(NC(=O)CSc2nnc(NC(=O)COc3ccccc3)s2)n1
[40] CCOC(=O)c1c(-c2ccccc2)csc1NC(=O)c1cc(-c2ccc(Br)cc2)on1
[41] CCCCCc1cc(O)c2c(C)cc(=O)oc2c1
[42] CC(Oc1ccccc1)C(=O)NC1CCCCCCC1 (stereo not given)
[43] O=C1CCCN1CCCNC(=S)Nc1cccc2ccccc12
entry no.	31	32	33	34	35	36	37	38	39	40	41	42	43
TGFb inhibitor	-1.8%	7.7%	3.3%	0.6%	5.1%	?	?	11.1%	-17.2%	5.0%	-26.7%	-22.0%	-2.6%
Abeta yeast res	-42.5%[inhibitor]	17.4%	6.7%	4.3%	4.8%	1.8%	15.0%	-12.4%	-2.7%	4.1%	-27.6%	5.0%	-1.4%
Nrf2 block	11.9%	-11.8%	?	.	5.3%	?	?	2.5%	-5.7%	19.6%	-1.7%	9.3%	0.8%
CCT modulator	.	0.5	-1.6	.	-0.8	-3.7	-1.6	0.0	1.5	.	1.3	0.8	1.1
Nrf2 ARE act	-1.2%	2.9%	-1.5%	1.1%	-0.3%	-0.6%	22.2%	-1.1%	-1.3%	-1.0%	2.4%	-1.1%	4.3%
A549 viability	0.3%	14.0%	0.4%	-13.8%	3.0%	0.5%	-10.1%	1.6%	2.0%	4.7%	-10.6%	7.4%	?
Akt phos inh	.	i	i	.	i	i	i	i	i	.	i	i	i
Mm-Cpn inhibitor	.	-26.1%	2.0%	.	0.1%	-0.5%	-6.4%	0.0%	-0.3%	.	-14.2%	-2.0%	-3.1%
HepG2 viability	1.0%	-3.4%	-19.3%	-3.5%	-7.4%	-5.0%	3.16µM*	0.6%	-5.5%	7.5%	-51.2%	-17.9%	-20.8%

# Complete entries from above. Values in the order: TGFb inhibitor | Abeta yeast res | Nrf2 block | CCT modulator | Nrf2 ARE act | A549 viability | Akt phos inh | Mm-Cpn inhibitor | HepG2 viability
# `COc1cccc(NC(=O)CCC2CCN(C(=O)c3scnc3C)CC2)c1` as listed: 5.1% | 4.8% | 5.3% | -0.8 | -0.3% | 3.0% | i | 0.1% | -7.4%
# `CCOC(=O)c1c(-c2ccccc2)csc1NC(=O)c1cc(-c2ccc(Br)cc2)on1` as listed: 5.0% | 4.1% | 19.6% | . | -1.0% | 4.7% | . | . | 7.5%
